mIAP block: inhibitors of mouse IAP, primary screen, biochemical, luminescence, uHTS. intestinal alkaline phosphatase [Mus musculus]. purified mouse IAP, CDP-Star luminescence, 30 min. inhibition, % at 10 µM. hit rate 0.2% among 330,000. AID 2806, 2010;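 active = inhibition of at least 40% at 10 µM in the primary screen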;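 also: plate controls were DMSO with enzyme for no effect and no enzyme wells for full effect; values of inactives mirror those of a sister screen read the other way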
tim10-1 inh: growth inhibitors of tim10-1 mutant yeast, primary screen, luminescence, uHTS | S. cerevisiae tim10-1 ts strain growth, BacTiter-Glo, 24 h | inhibition, % at 20 µM | hit rate 2.2% among 330,000 | AID 463190, 2010;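 active = inhibition of at least 40%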;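 also: mutant grown at 25 °C; 0% = DMSO wells with yeast and 100% = wells holding no yeast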
NLRP3 yeast inh: NALP3 inflammasome inhibitors in reconstituted yeast, primary screen, luminescence, uHTS. Yeast reconstituted NLRP3/ASC/caspase-1, beta-gal luminescence, 24 h. inhibition, % at 10 µM. hit rate 0.39% among 330,000;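 active = inhibition of 50% or more; inactive = inhibition below 50%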;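 also: plate controls were induced DMSO wells for no effect and uninduced yeast grown without galactose for full effect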
Apaf-1 inh: inhibitors of human Apaf-1 apoptosome, primary screen, biochemical, DEVD-Rh110 fluorescence, uHTS; Apoptotic protease-activating factor 1 (Homo sapiens), O14727; reconstituted apoptosome caspase-3 activity; inhibition, % at 20 µM; hit rate 0.71% among 330,000; active = inhibition of at least 40% at 20 µM;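 also: plate controls were DMSO wells for no effect and DEVD-CHO caspase inhibitor wells for full effect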
Target sequence (O14727 whole entry, looked up): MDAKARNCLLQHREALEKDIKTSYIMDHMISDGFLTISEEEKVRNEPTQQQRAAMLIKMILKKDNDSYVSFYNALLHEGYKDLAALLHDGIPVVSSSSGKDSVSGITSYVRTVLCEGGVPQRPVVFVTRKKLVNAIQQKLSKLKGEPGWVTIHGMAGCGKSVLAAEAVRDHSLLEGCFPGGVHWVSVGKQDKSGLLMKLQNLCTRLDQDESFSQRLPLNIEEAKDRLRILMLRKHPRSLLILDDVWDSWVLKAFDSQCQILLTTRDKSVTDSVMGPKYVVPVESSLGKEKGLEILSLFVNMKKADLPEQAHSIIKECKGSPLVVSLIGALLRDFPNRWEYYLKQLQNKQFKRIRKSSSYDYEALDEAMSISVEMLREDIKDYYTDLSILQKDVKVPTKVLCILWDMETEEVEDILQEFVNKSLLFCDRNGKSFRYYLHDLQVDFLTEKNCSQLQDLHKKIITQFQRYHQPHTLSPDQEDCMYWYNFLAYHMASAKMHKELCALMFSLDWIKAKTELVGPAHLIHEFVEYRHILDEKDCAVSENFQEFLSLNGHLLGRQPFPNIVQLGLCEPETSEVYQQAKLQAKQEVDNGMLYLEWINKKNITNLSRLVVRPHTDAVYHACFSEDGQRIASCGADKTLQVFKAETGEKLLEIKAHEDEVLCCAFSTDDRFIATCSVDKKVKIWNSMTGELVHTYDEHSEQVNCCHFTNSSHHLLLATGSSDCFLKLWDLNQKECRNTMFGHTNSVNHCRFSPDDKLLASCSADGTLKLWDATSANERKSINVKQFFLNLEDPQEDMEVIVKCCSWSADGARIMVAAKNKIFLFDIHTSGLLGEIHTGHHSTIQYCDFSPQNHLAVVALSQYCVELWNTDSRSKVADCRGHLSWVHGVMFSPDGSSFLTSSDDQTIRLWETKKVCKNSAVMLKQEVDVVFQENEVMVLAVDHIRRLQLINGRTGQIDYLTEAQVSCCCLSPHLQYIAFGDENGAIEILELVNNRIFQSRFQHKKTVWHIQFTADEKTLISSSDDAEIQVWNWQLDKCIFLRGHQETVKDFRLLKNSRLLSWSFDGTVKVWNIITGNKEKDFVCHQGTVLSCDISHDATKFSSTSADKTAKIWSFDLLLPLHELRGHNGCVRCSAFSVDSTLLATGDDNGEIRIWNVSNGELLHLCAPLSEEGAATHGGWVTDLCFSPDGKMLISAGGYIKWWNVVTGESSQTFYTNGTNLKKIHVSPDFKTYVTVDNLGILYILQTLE
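Material: reconstituted apoptosome with Apaf-1, cytochrome c, caspase-9, procaspase-3, dATP; medium: pH 7.5 Hepes buffer with CHAPS, BSA, DTT; also added: cytochrome c and DEVD-Rh110 substrate; timing: 30 min plus 50 min, RT; signal: Rh110 fluorescence intensity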
hIAP inh: human IAP inhibitors, primary screen, biochemical, luminescence, uHTS; AID 2544, 2010; purified IAP, CDP-Star luminescence, 30 min; inhibition, % at 10 µM; hit rate 0.12% among 330,000; Intestinal-type alkaline phosphatase (Homo sapiens), P09923;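 active = inhibition reaching a set limit with compound at 10 µM in the primary screen, cut at about 35% in these data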;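 also: plate controls were DMSO wells with enzyme for no effect and no-enzyme buffer wells for full effect; values of inactives mirror those of a sister screen read the other way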
ATG4B inhibitor: ATG4B protease inhibitors, primary screen, biochemical, fluorescence, uHTS | inhibition, % at 8.33 µM | AID 504462, 2011 | hit rate 0.51% among 340,000 | ATG4B cleavage of LC3-PLA2, NBD-HPC fluorescence, 1 h | Cysteine protease ATG4B (Homo sapiens), Q9Y4P1; in the data active = inhibition above about 40%
mIAP activ: activators of mouse IAP, primary screen, biochemical, luminescence, uHTS; muIAP, CDP-Star luminescence, 30 min; active compounds read high; 1 = vehicle-only enzyme signal, 0 = enzyme-free wells; activation factor at 10 µM; hit rate 0.24% among 330,000; AID 2805, 2010;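 active = activation factor of at least 2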; also: the source names both 10 and 20 µM as test concentration; values of inactives mirror those of a sister screen read the other way
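Assay system: mouse IAP enzyme; reagent: chemiluminescent substrate CDP-Star; dosing: test compounds delivered from DMSO solution; schedule: 30 min at room temperature; measured by: luminescence from enzymatic CDP-Star hydrolysis; controls: DMSO-only wells and no-enzyme negative control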
hIAP activ: human IAP activators, primary screen, biochemical, luminescence, uHTS; Intestinal-type alkaline phosphatase (Homo sapiens), P09923; purified human IAP, CDP-Star luminescence, 30 min; active compounds read high; 1 = vehicle-only enzyme, 0 = enzyme-free background; activation factor at 10 µM; hit rate 0.16% among 330,000;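 active = activation factor of the enzyme at least 2-fold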; also: the source names both 10 and 20 µM as test concentration; values of inactives mirror those of a sister screen read the other way
TIM10 inh: growth inhibitors of isogenic TIM10 control yeast, primary screen, counter-screen for tim10-1 yeast inhibitor project, luminescence, uHTS. hit rate 1.4% among 330,000. inhibition, % at 10 µM. S. cerevisiae TIM10 strain growth, BacTiter-Glo luminescence, 24 h. AID 463195, 2010;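 active = inhibition of 40% or more at the single tested concentration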;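 also: wild-type TIM10 isogenic control strain grown at permissive 25 °C; 0% = DMSO yeast wells and 100% = minimal medium wells without yeast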
* marks the source's active call; other numbers are inactive results; · = not tested or not shown. Compounds as they come; any-hit rate near 4.5%.

SMILES	mIAP block	tim10-1 inh	NLRP3 yeast inh	Apaf-1 inh	hIAP inh	ATG4B inhibitor	mIAP activ	hIAP activ	TIM10 inh
O=C(c1ccc(F)cc1)N1CCOC(c2nc(-c3ccc(F)cc3)no2)C1 (stereo not given)	10	5	23	-1	8	-7	0.9	0.92	1
CCCN=C1N/C(=C\c2ccco2)C(=O)N1c1ccccc1	20	14	-3	5	1	-4	0.81	0.99	4
COc1ccc(CN2CCS(=O)(=O)CC2)cc1OC	-4	8	-7	1	16	8	1	0.84	4
Cc1cc(S(=O)(=O)Nc2noc3ccccc23)ccc1F	9	29	5	10	-20	-3	0.91	1.2	8
Cc1ccc(NC(=S)NC2CCCC2)cc1C	-26	9	7	2	15	-4	1.3	0.85	-22
CCO[C@H]1OC(C(=O)N2CCCCCCC2)=C[C@@H](c2csc3ccccc23)[C@@H]1CCCO	4	14	7	18	3	1	0.96	0.97	20
COc1ccc(NC(=O)CN(Cc2ccco2)Cc2ccco2)cc1S(=O)(=O)N1CCCCC1	-13	3	11	15	-13	-50	1.1	1.1	-2
Cc1cc(-c2cccc([N+](=O)[O-])c2)nc2ccccc12	1	4	-2	0	5	-1	0.99	0.95	9
CCc1nn(C(CC)C(=O)NCc2cccc(OC)c2)c(=O)c2cc3occc3n12 (stereo not given)	6	25	4	2	-7	-6	0.94	1.1	-7
O=C1c2cccc3c([N+](=O)[O-])ccc(c23)C(=O)N1c1ccc(Cl)cn1	7	77*	-8	12	17	1	0.93	0.83	74*
CS(=O)(=O)N(CCc1ccccc1)CC(=O)NCC1CCCO1 (stereo not given)	-4	16	8	4	-8	-18	1	1.1	-10
O=C(OCCCN1CCCC1)C1(c2ccccc2)CCCC1	8	-10	3	-2	4	-6	0.92	0.96	-18
COCCSc1nnc(NC(=O)C(C)(C)C)s1	3	20	13	-3	9	-1	0.97	0.91	-22
O=C(c1ccccc1)C1C(=O)c2ccccc2C1=O	1	3	12	-14	22	-4	0.99	0.79	6
CC1CCc2cc(F)ccc2N1C(=O)c1ccc2c(c1)OCO2 (stereo not given)	-9	37	33	11	7	-1	1.1	0.93	6
CCOC(=O)CCCCC(=O)c1[nH]c(=O)[nH]c1CSCCO	-13	8	22	-22	7	-5	1.1	0.93	-2
COC(=O)c1[nH]nc2c1C(=O)N(C1CCCCC1)C2=O	1	28	14	-3	-2	6	0.99	1	14
Fc1ccc(-c2nn(-c3ccccc3)cc2CNCc2ccccc2)cc1	1	11	37	20	7	19	0.99	0.93	17
CCN(c1ccccc1)S(=O)(=O)c1ccc(Cl)c(NC(=O)CSc2nncs2)c1	-3	19	8	13	-6	-7	1	1.1	-18
C/C(=N\O)c1ccc2c3c([nH]c2c1)CCCC3	-2	18	22	-5	-2	3	1	1	15
CC1(C)C(C=C(Cl)Cl)C1C(=O)N(Cc1ccc(Cl)cc1)C1CCS(=O)(=O)C1 (stereo not given)	7	11	-3	24	16	-4	0.93	0.84	17
COc1cc(C#Cc2c(-c3cncn3C)n(C)c3ccc(-c4ccc(OC)nc4)cc23)cc(OC)c1	0	24	2	37	-21	-6	1	1.2	5
O=C(O)CCCn1c(=S)[nH]c2c(sc3ccc([N+](=O)[O-])cc32)c1=O	0	-8	7	7	2	-3	1	0.98	3
O=C(NC(=S)N1CCc2ccccc21)c1ccccc1Br	11	24	44	-17	-9	5	0.89	1.1	41*
CC(=O)c1ccc(N2CCCCCC2)c(F)c1	4	-6	13	-12	-23	-1	0.96	1.2	-4

Continued; the last 4 above are carried over.
SMILES	mIAP block	tim10-1 inh	NLRP3 yeast inh	Apaf-1 inh	hIAP inh	ATG4B inhibitor	mIAP activ	hIAP activ	TIM10 inh
COc1cc(C#Cc2c(-c3cncn3C)n(C)c3ccc(-c4ccc(OC)nc4)cc23)cc(OC)c1	0	24	2	37	-21	-6	1	1.2	5
O=C(O)CCCn1c(=S)[nH]c2c(sc3ccc([N+](=O)[O-])cc32)c1=O	0	-8	7	7	2	-3	1	0.98	3
O=C(NC(=S)N1CCc2ccccc21)c1ccccc1Br	11	24	44	-17	-9	5	0.89	1.1	41*
CC(=O)c1ccc(N2CCCCCC2)c(F)c1	4	-6	13	-12	-23	-1	0.96	1.2	-4
O=C(CCCOc1ccc(Cl)cc1Cl)Nc1ccncc1	0	-28	-1	3	10	-4	1	0.9	-24
CCOC(=O)C1=C(C)N(C)C(=O)C1CC(=O)O (stereo not given)	-2	13	24	4	0	4	1	1	-14
CCOC(=O)C1=C(C)NC(SCC(=O)O)=NC1c1ccccc1 (stereo not given)	-5	28	6	-5	-5	-18	1.1	1.1	-16
CC1CN(CCc2ccccc2)c2nc3c(c(=O)[nH]c(=O)n3C)n2C1 (stereo not given)	-8	16	3	1	-18	-8	1.1	1.2	7
CCCC(C)NC(=O)COC(=O)c1ccc(Cl)c(S(N)(=O)=O)c1 (stereo not given)	4	-6	-2	-7	13	-4	0.96	0.87	0
NC(=O)N/N=C\c1cc(Br)ccc1O	17	3	17	-7	7	-1	0.83	0.93	-6
O=C(O)c1cnn(-c2nc(-c3ccc(Cl)c(Cl)c3)cs2)c1C(F)(F)F	8	22	3	10	14	3	0.92	0.86	9
COc1ccc(CNC(=O)CCc2cc(OC)c(OC)c(OC)c2)cc1	7	5	17	-5	-5	-5	0.93	1.1	8
CC(C)CCn1c(O)c(N=Nc2ccccn2)c2ccccc21	13	24	6	23	4	-4	0.87	0.96	12
NCc1cc2c3c(c1)CCCN3CCC2	0	-46	27	-15	7	-1	1	0.93	-25
O=C(Nc1ccc(F)cc1)c1cc2cc(Cl)ccc2[nH]1	-17	-4	3	2	-18	9	1.2	1.2	-33
COc1ccccc1C(CNC(=O)C1CCN(C(=O)Nc2ccccc2)CC1)N1CCCC1 (stereo not given)	3	-10	16	-5	-5	-12	0.97	1	-2
O=C(CN1C(=O)NC2(CCCCC2)C1=O)N1CCN(S(=O)(=O)/C=C/c2ccccc2)CC1	2	-23	5	9	-12	-4	0.98	1.1	-5
CCOc1c(Br)cc(C(N)=O)cc1OC	2	4	12	-2	2	1	0.98	0.97	-4
Cc1ccc(C(=O)N2CCN(c3cccc(C)c3C)CC2)o1	4	22	19	10	-8	1	0.96	1.1	8
Cc1c(-n2c(SCC(=O)O)nnc2-c2ccccc2Cl)c(=O)n(-c2ccccc2)n1C	6	0	2	15	-6	8	0.94	1.1	-4
COc1ccccc1N1C(=O)c2cccc3c(Cl)ccc(c23)C1=O	4	15	22	5	-24	5	0.96	1.2	25
COc1ccc(NS(=O)(=O)c2ccc(N3CCCC3)c(NC(=S)Nc3cccc(S(=O)(=O)N(C)C)c3)c2)cc1	15	23	9	5	9	·	0.85	0.91	27
CC(=O)N1CCN(CC(=O)Nc2c(Cl)cccc2Cl)CC1	-2	-2	-2	-1	-12	-3	1	1.1	-3
NC(=Nc1ccc(Br)cc1)c1ccccc1	-5	-24	7	-15	-6	5	1.1	1.1	3
CCN(CC(=O)Nc1ccc(NC(C)=O)cc1)C(=O)/C=C/c1c(C)nn(-c2ccc(F)cc2)c1Cl	4	-5	11	27	-11	-13	0.96	1.1	-13
Cc1cc(Nc2ccc(C)c(C)c2)n2nc(C)nc2n1	17	16	13	-9	-17	1	0.83	1.2	-4
Cc1cc(NC(=O)C2CCCCC2C(=O)O)ccc1NC(=O)c1ccccc1 (stereo not given)	-2	5	2	12	-7	0	1	1.1	-3
Cc1ccccc1-c1nc(CS(=O)CC(=O)NCc2ccc3c(c2)OCO3)c(C)o1 (stereo not given)	4	34	4	1	-8	-4	0.96	1.1	11
COc1ccc(N(CC(=O)N/N=C(\C)c2ccccc2)S(=O)(=O)c2ccccc2)cc1	4	6	3	22	-20	-9	0.96	1.2	3
SMILES	mIAP block	tim10-1 inh	NLRP3 yeast inh	Apaf-1 inh	hIAP inh	ATG4B inhibitor	mIAP activ	hIAP activ	TIM10 inh
O=C(CCNC(=O)C1CCN(S(=O)(=O)c2ccccc2)CC1)NCc1ccc(Cl)c(Cl)c1	-7	-7	-8	9	8	-9	1.1	0.92	-4
Cc1ccc(C(=O)N/N=C\c2ccccn2)cn1	-16	-11	9	-9	-46	-3	1.2	1.5	-12
CN(C)C(CNC(=O)c1cccc(S(=O)(=O)Nc2ccc(Br)cc2)c1)c1ccco1 (stereo not given)	-2	3	-9	15	-1	-4	1	1	-6
Cc1ccccc1NC(=S)NCC1CCN(C(C)c2ccccc2)C1 (stereo not given)	-9	5	7	-16	13	-5	1.1	0.87	-5
Cc1ccccc1N(CC(=O)N/N=C/c1ccc(N(C)C)cc1)C(=O)c1ccccc1	7	14	-5	16	-9	-13	0.93	1.1	16
O=C(NCC(c1ccco1)N1CCc2ccccc2C1)c1ccc(Br)cc1 (stereo not given)	-2	17	31	24	6	8	1	0.94	-11
Cc1ccc(COC(=O)CN2C(=O)NC3(CCCC3)C2=O)cc1	-7	24	15	-5	-9	-6	1.1	1.1	14
COC(=O)[C@@]1(Cc2ccc(OC)cc2)[C@H]2c3cc(C(=O)N4CCCC4)n(C[C@H](O)CO)c3C[C@H]2CN1C(=O)c1ccccc1	-9	4	9	-5	1	·	1.1	0.99	3
COc1cc(OC)c(NC(C)C(=O)N2CCCC2)cc1Cl (stereo not given)	-8	4	-2	-15	-10	-6	1.1	1.1	-5
CCOc1ccc(C2CC(c3cccc(C)c3)n3ncnc3N2)cc1 (stereo not given)	10	27	21	5	0	3	0.9	1	7
O=C(c1cccs1)N1CCN=C1SCc1ccccc1F	2	14	-18	-2	-17	-2	0.98	1.2	30
CCc1ccc(C(=O)NNC(=O)[C@H](C)NC(=O)c2ccco2)cc1	-1	-12	0	1	11	0	1	0.89	0
Cc1ccccc1NC(=O)c1ccc(F)c(S(=O)(=O)NCC2CCCO2)c1 (stereo not given)	4	11	18	7	3	5	0.96	0.97	9
CCN(CC)C(=S)NC(=O)Cc1ccccc1	3	-6	1	-2	-1	4	0.97	1	9
COC(=O)c1ccc(OCC(=O)Nc2ccccc2C(=O)NC2CC2)cc1	1	3	0	-2	0	8	0.99	1	5
COCCNCCCOc1ccc(C(C)(C)c2ccccc2)cc1	4	-1	27	-3	3	3	0.96	0.97	1
CCC1(CC)C(=O)NC(=O)NC1=Nc1cccc(OC)c1	5	5	16	-38	-7	13	0.95	1.1	-5
FC(F)(F)C12CC(c3ccccc3)=NCCN1CCN2 (stereo not given)	-2	-3	1	13	2	2	1	0.98	3
Nn1c(SCC(=O)Nc2ccc3c(c2)OCO3)nnc1C1CC1	-8	14	5	-3	12	-7	1.1	0.88	10
CCCc1cc(NCc2ccccn2)n2c(nc3ccccc32)c1C#N	-36	25	0	12	-22	-7	1.4	1.2	-1
CCOc1ccc(NC(=O)C(Cc2ccccc2)N2C(=O)c3cccc4cccc(c34)C2=O)cc1 (stereo not given)	8	-3	12	12	3	-4	0.92	0.97	-4
